CASP6 VEID inh: inhibitors of human caspase-6 | P55212 | purified caspase-6, Z-VEID-R110 cleavage fluorescence | inhibition, % at 12.5 µM | actives 0.53% (n = 350,000);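 active = mean inhibition across replicates at least about 35%, with every replicate also reaching that limit, limit read from the data; inconclusive = only one of the two criteria met; inactive = neither criterion met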;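 note: 0% = median of neutral control wells and 100% = no fluorescence left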
Target sequence (P55212 24-179 limits assumed): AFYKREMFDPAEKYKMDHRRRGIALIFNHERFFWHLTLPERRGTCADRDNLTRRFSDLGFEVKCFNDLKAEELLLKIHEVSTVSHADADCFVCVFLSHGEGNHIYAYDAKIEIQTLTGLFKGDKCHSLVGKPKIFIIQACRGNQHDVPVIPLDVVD
Target sequence (P55212 194-293 limits assumed): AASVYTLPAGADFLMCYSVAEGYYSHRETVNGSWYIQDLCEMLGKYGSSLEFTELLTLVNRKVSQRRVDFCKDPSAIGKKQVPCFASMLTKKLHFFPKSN
LGR2 antag: Drosophila LGR2 receptor signaling inhibition. HEK293 LGR2, CRE-luciferase, bursicon-stimulated, 4 h. inhibition, % at 9.99 µM. actives 0.35% (n = 380,000). AID 720647;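 active = drop in luminescence signal, shown as inhibition above about 50% in the replicate tests, limit read from the data, passing the limit was not always enough; inconclusive = probably only some replicates passing the limit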;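 note: agonist challenge used bursicon conditioned medium at about half maximal strength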
FN deposition inh: fibronectin deposition inhibition | AH1F fibroblasts, Alexa488-fibronectin deposition fluorescence, overnight | inhibition, % at 12.6 µM | actives 0.086% (n = 350,000);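 active = mean inhibition across replicates of 30% or more, regardless of how many single replicates reach that level; inconclusive = mean under 30% yet at least half of replicates reach 30%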;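 note: positive control wells lacked labelled fibronectin entirely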
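material = AH1F fibroblast monolayer depositing Alexa488-labelled fibronectin into matrix | amount = 10000 AH1F cells/well | buffer or medium = DMEM plus 2% serum, read in PBS | incubation = 1 h cell adhesion before compound, then overnight fibronectin incubation | detection = fluorescence at 485 nm excitation, 525 nm emission | evaluation = percent inhibition as loss of matrix-bound fibronectin fluorescence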
esBAF inh: inhibitors of esBAF chromatin remodeling in mouse ES cells; Bmi1-luciferase knock-in reporter, 24 h; 100% = twice the neutral-well signal; reporter increase, % at 12.5 µM; actives 2% (n = 350,000); AID 602393; in the data active = activation above about 40%; inconclusive = no clear call, values can overlap the other calls;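 note: 0% = median of the plate's neutral control wells and 100% = double that signal; a rise in the Bmi1 reporter signal indicates esBAF inhibition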
S100A4 MyoIIA: blocks human S100A4 binding to myosin IIA peptide | S100A4/TAMRA-MyoIIA peptide fluorescence polarization | inhibition, % at 10.7 µM | actives 0.14% (n = 360,000) | AID 652163;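 active = mean inhibition of at least 70% across replicates, with every replicate also reaching that level; inconclusive = mean inhibition reaches 70% but some replicates fall short; inactive = mean inhibition below 70%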
Target sequence (P26447 whole entry, looked up): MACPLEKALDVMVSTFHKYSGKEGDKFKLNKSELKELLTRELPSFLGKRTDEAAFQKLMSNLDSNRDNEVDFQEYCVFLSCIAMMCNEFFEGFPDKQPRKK
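Material: S100A4 monomer (human). Medium: Calcium-containing HEPES buffer, pH 7.2. Probe or stimulus: labelled myosin peptide probe, 5 nM. Compound dosing: one concentration per compound. Timing: polarization read 5 min after assay mix addition, stable 5–60 min. Benchmarks: DMSO as neutral control, TFP as positive control.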
Statin myotox sup: suppressors of simvastatin-induced myotoxicity in C2C12 myotubes; actives 0.78% (n = 330,000); AID 602340; ATP luminescence, 48 h; scaled: DMSO 0, geranylgeraniol control 100; rescue of ATP level, % at 7.49 µM;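 active = mean ATP rescue above about 67%, or every replicate alone reaching that limit, limit read from the data, passing the limit was not always enough; inconclusive = no clear call, values can overlap the other calls; inactive = mean under the limit and some replicate under it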;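 note: myotubes were challenged with 10 µM simvastatin during compound exposure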
SIRT5 block: sirtuin-5 (human) deacylase inhibition; actives 1.1% (n = 330,000); Q9NXA8; inhibition, % at 15 µM; Purified SirT5, succinyl-peptide AMC, trypsin-coupled fluorescence; AID 652115; in the data active = inhibition above about 15%; inconclusive = no clear call, values can overlap the other calls
Target sequence (Q9NXA8 whole entry, looked up): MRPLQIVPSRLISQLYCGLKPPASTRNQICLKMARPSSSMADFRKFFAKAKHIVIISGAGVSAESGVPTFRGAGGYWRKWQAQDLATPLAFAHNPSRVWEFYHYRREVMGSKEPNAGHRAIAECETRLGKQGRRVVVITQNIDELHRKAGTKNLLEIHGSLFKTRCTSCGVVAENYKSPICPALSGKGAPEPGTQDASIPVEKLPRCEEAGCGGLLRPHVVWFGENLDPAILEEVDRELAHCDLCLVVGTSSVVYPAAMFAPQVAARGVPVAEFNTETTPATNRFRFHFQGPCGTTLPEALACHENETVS
The depositor's hits bear a star; ? = inconclusive; / = no result given; & = joins results of further samples. Not all compounds are listed (hit frequency here may not be typical).

compound	CASP6 VEID inh	LGR2 antag	FN deposition inh	esBAF inh	S100A4 MyoIIA	Statin myotox sup	SIRT5 block
CC(C)CC#Cc1cnc2c(c1)C(=O)N([C@@H](C)CO)C[C@@H](C)[C@H](CN(C)S(=O)(=O)c1cccs1)O2	0	-2	-1	-7	3	?	7
CS(=O)(=O)N1[C@@H](C#N)[C@@H](c2ccc(-c3ccccc3F)cc2)[C@@H]1CO	0	7	6	2	-13	-18	1
CCc1c(C)sc(NC(=O)c2cc(CC(C)C)on2)c1C#N	-1	-8	8	4	-5	2	-1
O=[N+]([O-])c1ccc(N2CCCC2)nc1N1CCCC1	0	-18	-6	/	-6	/	1
Cc1cc(C)c2oc(=O)cc(CN3CCCCC3)c2c1	4	-4	-17	3	5	1	-3
Cc1cc(CSc2ccc(Cl)cc2)ccc1N	1	-64	7	20	-3	9	/
O=C(NCCCCNC(=O)c1ccccc1F)c1ccccc1F	-1	/	-4	10	1	6	-1
Cc1cc(C(=O)COc2ccc(F)cc2Br)c(C)n1C	-1	-14	3	22	-2	-12	3
COc1cc(C(=O)NC(=S)Nc2csc(-c3ccc(F)cc3)n2)cc(OC)c1OC	8	10	-1	12	/	-12	6
COc1ccc(-c2csc(NC(=S)NC(=O)c3ccc4ccccc4c3)n2)cc1OC	-2	9	/	/	-5	/	1
O=C(Cc1ccccc1[N+](=O)[O-])Nc1ccccc1C(=O)N1CCOCC1	1	4	-7	/	2	/	-3
C[C@@H]1CN([C@@H](C)CO)S(=O)(=O)c2ccc(/C=C/c3ccccc3)cc2O[C@H]1CN(C)C(=O)c1ccc2c(c1)OCO2	0	/	/	-4	3	13	27*
CC1=C(C(=O)OCc2ccccc2)C(c2ccccn2)c2c(n(C)c(=O)n(C)c2=O)N1 (configuration not stated)	3	2	1	7	-4	1	1
O=C1c2ccccc2C(O)(c2ccccc2)N1C1CC1 (configuration not stated)	4	23	24	-2	-8	6	-1
OCCC#Cc1ccc(CN2CCN(CCc3ccccc3)C(CCO)C2)cc1 (configuration not stated)	-2	4	-1	2	-4	5	5
O=C(Nc1nc(-c2ccccc2)c(-c2ccccc2)s1)c1ccc(S(=O)(=O)N2CCCC2)cc1	/	8	2	-5	/	3	/
COc1ccccc1-c1ccc(C2[C@H]3CNC[C@@H]2N3S(=O)(=O)c2ccccc2)cc1 (some centres not stated)	-2&-1	7&-25	-2&-10	/	-11&3	/	11&0
Cc1cc(C)c2nc(-c3cccnc3)cc(C(=O)Nc3ccc(S(=O)(=O)Nc4onc(C)c4C)cc3)c2c1	22	-20	22	/	-5	/	6
C[C@@H]1CN([C@H](C)CO)C(=O)Cc2cc(N(C)C)ccc2O[C@@H]1CN(C)Cc1ccncc1	-5	-15	-4	1	-21	-11	6
COc1ccccc1C(=O)N/C(=C\c1ccccc1)C(=O)NCc1ccco1	4	4	10	-8	3	42	-5

The results go on.
compound	CASP6 VEID inh	LGR2 antag	FN deposition inh	esBAF inh	S100A4 MyoIIA	Statin myotox sup	SIRT5 block
CCCCSCCCNC(=O)C1CCC(CNS(=O)(=O)c2ccccc2)CC1 (configuration not stated)	-1	-8	3	-12	1	6	12
CCN(C(=O)COC(=O)c1ccc(COc2ccc3c(C)cc(=O)oc3c2)cc1)C1CCS(=O)(=O)C1 (configuration not stated)	2	-17	10	29	3	-4	-2
Cc1ccc(C2(C)NC(=O)N(CC(=O)NC(=O)NCCC(C)C)C2=O)cc1 (configuration not stated)	/	/	1	11	/	8	/
C[C@@H]1CCCCO[C@H](CN(C)S(=O)(=O)c2ccccc2)[C@@H](C)CN([C@H](C)CO)C(=O)c2cc(NC(=O)CCCN(C)C)ccc2O1	0	7	-5	-3	-6	/	-4
CCCNC(=O)Nc1ccc2c(c1)OC[C@H](C)N(Cc1ccc(-c3ccccn3)cc1)C[C@@H](C)[C@H](OC)CN(C)C2=O	29	-14	-6	5	-7	43	/
CSCCC(NC(=O)c1ccccc1Cl)C(=O)NCc1ccncc1 (configuration not stated)	-5	-5	-5	0	4	18	0
CCOc1ccc(N(CC(=O)N2CCCC2)S(=O)(=O)c2ccc(F)cc2)cc1	-2	5	8	/	8	/	-2
CCCNC(=O)c1cc2nc(-c3ccccc3)cc(C(F)(F)F)n2n1	/	4	/	-3	/	2	/
O=C(CCC1CCCCC1)NCCS(=O)(=O)N1CCN(c2ccccc2)CC1	1	-11	-4	-8	-5	4	-5
O=C(Cc1ccccn1)N[C@@H]1CC[C@@H](CCNS(=O)(=O)c2cccc(F)c2)O[C@@H]1CO	2	-14	-1	-1	3	5	1
Cc1ccccc1CN1C(=O)c2ccccc2C1c1nnnn1-c1ccc2c(c1)OCCO2 (configuration not stated)	1	-22	-3	/	2	/	1
CN1CCN(c2ccc(S(=O)(=O)N3CCCCC3)cc2NC(=O)CSCc2ccccc2)CC1	-1	-2	3	/	-2	/	-2
O=C(O)c1ccc(N=NN2CCCC2)cc1	0	-27	-11	/	10	/	/
CN1CCN(C(=O)c2cc3c(c(-c4cccc(-c5ccc(C#N)cc5)c4)n2)[C@H](CCO)N([S@@](=O)C(C)(C)C)C3)CC1	3	-23	3	-3	-27	12	1
Cc1ccccc1-c1ccc([C@H]2[C@H]3CN(S(=O)(=O)c4cn(C)cn4)CCCCN3[C@H]2CO)cc1	1	7	/	/	-2	/	-3
C/C(=N\NC(=O)c1cccc(S(=O)(=O)N2CCCC2)c1)c1ccncc1	2	-2	1	-13	-2	2	-1
N#C/C(=C(/O)c1ccccc1F)c1nc2cc(C(F)(F)F)ccc2s1	1	/	4	/	13	/	-2
CCOC(=O)C1CCN(C(=O)CSc2nc3ncccc3[nH]2)CC1	1	-25	-9	0	2	8	-3
CC(C)C12CN(C(=O)c3ccccc3[N+](=O)[O-])CC(C(C)C)(CN(C(=O)c3ccccc3[N+](=O)[O-])C1)C2=O	-5	/	0	/	-3	/	-3
CC(C)(C)NCC(O)COc1ccccc1C(C)(C)C (configuration not stated)	2	-3	/	0	1	34	-2

Compounds listed so far that have a thiophene ring, fused or not:
compound	CASP6 VEID inh	LGR2 antag	FN deposition inh	esBAF inh	S100A4 MyoIIA	Statin myotox sup	SIRT5 block
CC(C)CC#Cc1cnc2c(c1)C(=O)N([C@@H](C)CO)C[C@@H](C)[C@H](CN(C)S(=O)(=O)c1cccs1)O2	0	-2	-1	-7	3	?	7
CCc1c(C)sc(NC(=O)c2cc(CC(C)C)on2)c1C#N	-1	-8	8	4	-5	2	-1

(list continues)
compound	CASP6 VEID inh	LGR2 antag	FN deposition inh	esBAF inh	S100A4 MyoIIA	Statin myotox sup	SIRT5 block
CSc1ncccc1C(=O)OCC(=O)Nc1cccc(S(=O)(=O)N2CCOCC2)c1	4	7	2	/	-1	-1	/
COc1ccccc1NC(=O)N1CCN(c2cccc(C(F)(F)F)c2)CC1	3	6	-5	-4	-1	123*	18*
CC(=O)c1c(COC(=O)c2ccc(F)cc2)nc2ccccc2[n+]1[O-]	-4	-7	-1	/	-7	/	-5
O=C(Nc1cc2c3c(c1)C1CCCC1CN3CC1CCCC21)c1ccccc1 (configuration not stated)	/	/	-3	15	/	-60	/
COc1ccccc1/C=C/C(=O)NCCC1=CCCCC1	0	-58	-9	/	5	/	0
CCc1cccc(NC(=O)O[C@H]2[C@H](OC(=O)Nc3ccc4c(c3)OCO4)[C@@H](OC(=O)Nc3ccc4c(c3)OCO4)[C@@H](OC)O[C@@H]2CO)c1	0	/	/	/	4	/	5
O=C1/C(=C/c2ccc(Cl)cc2)NC(=S)N1Cc1cccnc1	1	-9	5	/	-6	/	0
CCOC(=O)Cn1c(CN2CCOCC2)nc2c1c(=O)[nH]c(=O)n2C	0	10	1	-6	2	-12	-1
CCC(CO)Oc1cc(NCc2cc(C)cc(C)c2)c2ncn(C(C)C)c2c1 (configuration not stated)	-3	16	5	13	-1	18	/
CC(C)N1CC(O)=C(c2nc3ccccc3[nH]2)C1=N	1	-15	/	24	1	-6	0
COc1ccc2nc(SCC(N)=O)[nH]c2c1	/	/	5	-3	/	7	/
Cn1c(SCC(=O)N2CC(=O)Nc3ccccc32)nnc1C(F)(F)F	3	11	-7	-7	-1	-1	-4
Cc1noc(C)c1NC(=O)Nc1ccc2c(c1)CC(=O)N([C@H](C)CO)C[C@@H](C)[C@@H](CN(C)Cc1ccc(Cl)c(Cl)c1)O2	3	-7	/	1	-12	?	-3
O=C1/C(=C\c2cccc([N+](=O)[O-])c2O)SC(=S)N1Cc1ccccc1	18	7	3	-30	-10	18	-2
COc1ccc(C(=O)CSc2nccn2C)c(OC)c1	-1	-18	8	10	-4	3	-3
CC(C)n1nnnc1C1c2ccccc2C(=O)N1Cc1cccs1 (configuration not stated)	-5	-8	-9	/	-7	/	-1
CCC(C)NC(=S)Nc1ccc(C(=O)OC)cc1 (configuration not stated)	19	-14	/	25	3	-11	-3
C[C@H]1CN([C@@H](C)CO)S(=O)(=O)c2ccc(-c3cncnc3)cc2O[C@H]1CN(C)Cc1ccccc1	1	5	/	-3	12	7	0

Structures above with two or more sulfur atoms:
compound	CASP6 VEID inh	LGR2 antag	FN deposition inh	esBAF inh	S100A4 MyoIIA	Statin myotox sup	SIRT5 block
CC(C)CC#Cc1cnc2c(c1)C(=O)N([C@@H](C)CO)C[C@@H](C)[C@H](CN(C)S(=O)(=O)c1cccs1)O2	0	-2	-1	-7	3	?	7
COc1cc(C(=O)NC(=S)Nc2csc(-c3ccc(F)cc3)n2)cc(OC)c1OC	8	10	-1	12	/	-12	6
COc1ccc(-c2csc(NC(=S)NC(=O)c3ccc4ccccc4c3)n2)cc1OC	-2	9	/	/	-5	/	1
O=C(Nc1nc(-c2ccccc2)c(-c2ccccc2)s1)c1ccc(S(=O)(=O)N2CCCC2)cc1	/	8	2	-5	/	3	/
CCCCSCCCNC(=O)C1CCC(CNS(=O)(=O)c2ccccc2)CC1 (configuration not stated)	-1	-8	3	-12	1	6	12
CN1CCN(c2ccc(S(=O)(=O)N3CCCCC3)cc2NC(=O)CSCc2ccccc2)CC1	-1	-2	3	/	-2	/	-2
CSc1ncccc1C(=O)OCC(=O)Nc1cccc(S(=O)(=O)N2CCOCC2)c1	4	7	2	/	-1	-1	/
O=C1/C(=C\c2cccc([N+](=O)[O-])c2O)SC(=S)N1Cc1ccccc1	18	7	3	-30	-10	18	-2

Source: PubChem
